ARNT TACC3 PPI: disruptors of ARNT/TACC3 protein interaction, primary screen, biochemical, AlphaScreen, single concentration; AlphaScreen His-ARNT PAS-B/GST-TACC3 binding, luminescence; TACC3 fragment carries E629A point mutation; inhibition, % at 9.99 µM; actives 0.66% (n = 390,000);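 active = mean inhibition of replicates at least 50% and at least half of replicates each reaching 50%; inconclusive = half or more replicates reach 50% but mean below 50%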;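 note: 0% = complete ARNT plus TACC3 wells and 100% = ARNT alone without TACC3; many hits fall short of the cut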
esBAF inh: Bmi1 luciferase reporter increase in mESCs, primary screen, esBAF inhibitor project, mouse ES cells, Bmi1 luciferase knock-in, single point | 24 h; 100% = twice the neutral-well signal | reporter increase, % at 12.5 µM | actives 2% (n = 350,000) | AID 602393, 2012; in the data active = activation above about 40%; inconclusive = no clear call, values can overlap the other calls;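 note: 0% = median of the plate's neutral control wells and 100% = double that signal; a rise in the Bmi1 reporter signal indicates esBAF inhibition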
ERp5 inh: inhibitors of ERp5-driven insulin aggregation, primary screen, biochemical, turbidity, absorbance 650 nm, single point; inhibition, % at 9.99 µM; Protein disulfide-isomerase A6 (Homo sapiens), Q15084; 90 min; actives 0.05% (n = 350,000);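 active = mean replicate inhibition above about 25%, with every replicate also reaching it, limit read from the data, passing the limit was not always enough; inconclusive = only one of those two criteria met; inactive = neither criterion met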
Target sequence (Q15084 whole entry, looked up): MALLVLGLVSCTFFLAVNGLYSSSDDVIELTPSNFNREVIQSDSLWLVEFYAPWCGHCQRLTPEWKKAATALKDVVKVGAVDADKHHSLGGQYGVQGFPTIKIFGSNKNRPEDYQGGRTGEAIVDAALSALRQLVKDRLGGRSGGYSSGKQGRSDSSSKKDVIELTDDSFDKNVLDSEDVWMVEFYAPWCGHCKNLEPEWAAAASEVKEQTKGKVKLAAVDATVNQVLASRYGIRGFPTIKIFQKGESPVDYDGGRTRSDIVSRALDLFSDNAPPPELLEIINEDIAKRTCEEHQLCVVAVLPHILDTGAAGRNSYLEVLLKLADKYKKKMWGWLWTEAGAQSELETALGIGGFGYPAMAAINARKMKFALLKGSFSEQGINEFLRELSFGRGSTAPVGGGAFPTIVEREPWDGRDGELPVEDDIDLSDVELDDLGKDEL
SIRT5 block: SIRT5 desuccinylase inhibitors, primary screen, biochemical, fluorescence imaging, single point, set 5; NAD-dependent protein deacylase sirtuin-5, mitochondrial (Homo sapiens), Q9NXA8; Purified SirT5, succinyl-peptide AMC, trypsin-coupled fluorescence; inhibition, % at 15 µM; AID 652115, 2013; actives 1.1% (n = 330,000); in the data active = inhibition above about 15%; inconclusive = no clear call, values can overlap the other calls
Target sequence (Q9NXA8 whole entry, looked up): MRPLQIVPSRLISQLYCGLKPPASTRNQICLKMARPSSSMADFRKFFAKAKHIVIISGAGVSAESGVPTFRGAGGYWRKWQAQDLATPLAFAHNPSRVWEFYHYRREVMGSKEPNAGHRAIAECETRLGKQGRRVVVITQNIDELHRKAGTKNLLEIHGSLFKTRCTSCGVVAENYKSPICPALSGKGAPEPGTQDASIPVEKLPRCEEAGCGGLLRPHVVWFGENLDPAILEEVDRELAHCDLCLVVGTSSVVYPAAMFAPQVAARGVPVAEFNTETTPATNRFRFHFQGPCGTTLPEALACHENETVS
Cneo AK release: Cryptococcus neoformans cell lysis inducers, primary screen, AK release luminescence, single concentration; C. neoformans lysis, adenylate kinase release luminescence, 4 h; normalised: neutral wells 0, clomiphene wells 100; lysis activity, % at 15 µM; actives 0.2% (n = 360,000);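 active = mean lysis activity across replicates of at least 80%, whatever share of replicates individually reach that level; inactive = mean lysis activity below 80%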
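read-out = cell lysis signal | test system = log-phase Cryptococcus neoformans yeast cells | input = cells at 5 × 10^6 per mL | medium = fresh YPD growth medium | signal = luminescent adenylate kinase detection reagent | timing = 4 h at 37 °C static, read 1 h later | dosing = single dose | controls = Clomiphene as positive lysis control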
miR122 inh: miR-122 Renilla sensor signal increase in Huh7, primary screen, miR-122 inhibitor project, cell-based, single point, plate reader. activation (reporter increase), % at 12.5 µM. Huh7 miR-122 Renilla luciferase sensor, 48 h; neutral wells = 0, positive control = 100. actives 0.3% (n = 340,000);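 active = mean replicate activation score at least 90 and every replicate individually at or above 90; inconclusive = only one of the two criteria met; inactive = neither criterion met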;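 note: higher luciferase means less miR-122 activity so hits act as miR-122 inhibitors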
Statin myotox sup: suppressors of statin myotoxicity in C2C12 myotubes, primary screen, cell-based, single point, plate reader | actives 0.78% (n = 330,000) | rescue of ATP level, % at 7.49 µM | C2C12 myotubes + simvastatin, ATP luminescence, 48 h; scaled: DMSO 0, geranylgeraniol control 100;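 active = mean ATP rescue above about 67%, or every replicate alone reaching that limit, limit read from the data, passing the limit was not always enough; inconclusive = no clear call, values can overlap the other calls; inactive = mean under the limit and some replicate under it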;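 note: myotubes were challenged with 10 µM simvastatin during compound exposure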
Starred values were filed as active, the others as inactive; ? = inconclusive; nt = not tested or not shown; & = joins results of further samples; [ ] = remark or other dose. Compounds were not picked by outcome; 4% or so of the library scored in one or more.

Value order – ARNT TACC3 PPI, esBAF inh, ERp5 inh, SIRT5 block, Cneo AK release, miR122 inh, Statin myotox sup
C=CCn1c(SCC(=O)O)nnc1-c1cccs1
  -2, 3, nt, nt, 1, 4, 5
Cc1ccc(CNC(=O)CCNS(=O)(=O)c2ccc3c(c2)c(=O)n(C)c(=O)n3C)cc1
  8, 5, nt, nt, 2, -5, 5
CCOc1ccc(-n2ccn(CC(=O)NCCc3ccccc3)c(=O)c2=O)cc1
  -3, 1, -3, 1, nt, nt, 1
CCNc1nc(C(=O)O)nc(N2CCOCC2)n1
  79*, nt, -2, 6, nt, nt, nt
Cc1ccccc1OCC(=O)NN1CCN(C)CC1
  2, -5, 4, -4, -2, -4, 14
Cn1cnc(S(=O)(=O)N2C[C@H](O)COC[C@@H]3O[C@H](CC(=O)NC4Cc5ccccc5C4)CC[C@H]32)c1
  -14, 1, 4, 2, 55, -1[16.7 µM], 6
C[C@@H]1CN([C@H](C)CO)C(=O)c2cc(NS(C)(=O)=O)ccc2O[C@@H](C)CCCCO[C@@H]1CN(C)S(=O)(=O)c1ccccc1
  -1, -2, 2, 2, 48, 6[16.7 µM], 10
Cc1oc(C(C)(C)C)cc1C(=O)N1CCN(c2ccc(C(F)(F)F)cn2)CC1
  -12, nt, 2, -1, nt, nt, nt
CC(C)C(NC(=O)c1cccnc1)C(=O)O (configuration not stated)
  -3, -4, 8, -1, -18, 2, 3
CCN(CC)S(=O)(=O)c1ccc(Cl)c(NC(=O)COc2ccccc2[N+](=O)[O-])c1
  -1, nt, 5, -1, nt, nt, nt
Nc1ncn(C(=S)Nc2ccccc2)n1
  9, nt, 2, -2, nt, nt, nt
COC(=O)c1nn(-c2ccc(OC)cc2)c(=O)cc1NN
  7, nt, 0, 3, nt, nt, nt
CC(=O)c1sc(NC(=O)CS(=O)(=O)c2ccccc2)nc1-c1ccccc1
  2, 12, -2, 4, 1, -1, -8
CC(=O)NC(CC(=O)N1CCN(C(C)=O)CC1)c1ccccc1 (configuration not stated)
  1, -4, 2, 25*, 0, nt, 11
C[C@@H]1CN([C@@H](C)CO)C(=O)c2cccc(N(C)C)c2O[C@@H]1CN(C)S(=O)(=O)c1ccc(F)cc1
  -8, 2, -1, 1, 4, -1[16.7 µM], 1
CC1(C)CC2CC(C)(CN2C(=O)c2ccc([N+](=O)[O-])cc2[N+](=O)[O-])C1 (configuration not stated)
  7, nt, 3, -6, nt, nt, nt
CCOC(=O)CSc1nnc2cc(C)c3ccccc3n12
  -3, -5, nt, nt, 4, -4, -2
O=C(Cn1nc(Cc2cccnc2)c2ccccc2c1=O)N1CCN(c2ccccn2)CC1
  -2, 9, 3, nt, 0, 1, 16
CCNC(=O)NC(=O)CSc1ccc(S(=O)(=O)N2CCCCC2)cn1
  1, -2, 7, -6, 3, -4, -3
CCOc1ccc(NC(=O)COC(=O)c2cc(S(=O)(=O)N3CCCC3)ccc2C)cc1
  -3, -1, 2, 0, 0, 39, 5
Nc1nc(Nc2ccc(Cl)cc2)nc(NCCO)c1[N+](=O)[O-]
  nt, nt, -4, 0, 1, 0, nt
O=C(c1cc(=O)c2ccccc2o1)N1CCN(c2ccccc2)CC1
  6, nt, 3, -1, nt, nt, nt
COc1ccc(S(=O)(=O)N2CCN(c3ccccc3)CC2)cc1OC
  nt, nt, 0, 0, -6, 1, nt
CCS(=O)(=O)N1Cc2ccccc2CC1C(=O)N(C)CC(=O)Nc1cccc(F)c1 (configuration not stated)
  0, 47*, -4, 0, nt, nt, -20
CCOC(=O)C1CCCN(C(=O)/C=C/c2cc(OC)c(OC)c(OC)c2)C1 (configuration not stated)
  3, nt, -3, 1, nt, nt, nt
O=C(C[C@H]1CC[C@H]2[C@@H](COC[C@@H](O)CN2Cc2cccc(C(F)(F)F)c2)O1)NCc1ccc(Cl)cc1
  8, 7, 1, 6, 13, -8[16.7 µM], 26
O=C(Nc1c2c(nn1-c1cccc(Cl)c1)CS(=O)(=O)C2)c1ccco1
  8, -10, 3, -1, 6, 0, 7
CC1(C(=O)O)CCC(C(N)=O)C1(C)C (configuration not stated)
  -5, nt, 1, 3, nt, nt, nt
CN1CCN(c2ccc(NC(=O)c3ccc(-c4ccccc4F)o3)cc2)CC1
  nt, -23, -9, -2, -1, nt, -2
CCC(=O)N[C@@H]1C=C[C@@H](CC(=O)NCCN2CCCCC2)O[C@@H]1CO
  -11, -1, 1, -6, 3, nt, -1
O=C(CNC(=O)c1cccc(F)c1)OCC(=O)N1CCCc2ccccc21
  29, nt, nt, nt, 0, 3, nt
CCCNC(=O)C[C@@H]1C[C@H]2c3cc(NC(=O)Nc4ccc(F)cc4)ccc3O[C@H]2[C@H](CO)O1
  -2, 7, -4, 1, 1, 4[16.7 µM], 2
CC(C)Cn1c(-c2ccc(C#N)cc2)nc2c1c(=O)[nH]c(=O)n2CC(C)C
  -6, 3, nt, nt, 0, -1, 6
Cc1cc(C)cc(OCC(=O)NNC(=O)c2cc3ccccc3o2)c1
  1, -2, 5, -1, -1, -12, 3
FC(F)(F)c1ccc(N2CCOCC2)c(Nc2nc3ccccc3n3cnnc23)c1
  4, -1, -1, 1, 11, -3, 20
COC(=O)c1cccc(NS(=O)(=O)c2ccc(NC(C)=O)cc2)c1C
  -11, 5, nt, nt, 0, -6, -3
CN1C(=O)c2cc(NC(=O)c3ccccc3)ccc2OC[C@@H]2O[C@@H](CC(=O)NC3CCCC3)CC[C@H]21
  0, -4, -2, 0, 1, 47[16.7 µM], 11
Cc1c(Br)c([N+](=O)[O-])nn1C(C)C(=O)Nc1c(C)n(C)n(-c2ccccc2)c1=O (configuration not stated)
  0, -4, nt, nt, 0, -3, 1
C[C@H](CO)N1C[C@H](C)[C@@H](CN(C)CC2CCCCC2)Oc2ccc(NS(=O)(=O)c3ccccc3)cc2C1=O
  -4, -4, -3, -1, 32, 5[16.7 µM], 23
Cc1cc(C(=O)Nc2ccc3c(c2)OCCO3)c2ccccc2n1
  -4, nt, 6, 6, nt, nt, nt
CCOC(=O)C1CCCN(CCC(=O)Nc2cccc(F)c2)C1 (configuration not stated)
  0, 5, 5, -3, 1, -4, -4
CCCCCCn1c(CN2CCN(Cc3ccccc3)CC2)nc2c1c(=O)n(C)c(=O)n2C
  -5, -2, nt, nt, 1, 17, 1
O=C(CSc1nnc(-c2ccccc2)n1-c1ccccc1)c1cccs1
  -8, -2, nt, nt, 1, 6, 5
CC(=O)Nc1cc(NC(C)=O)cc(C(=O)N2CCCC3CCCCC32)c1 (configuration not stated)
  -12, 2, -2, 1, 3, nt, 4
COCC(=O)Nc1ccc2c(c1)C(=O)N(C)[C@@H]1CC[C@@H](CC(=O)NCC(F)(F)F)O[C@@H]1CO2
  6, -3, 4, -4, -2, -2[16.7 µM], -11
Cc1ccc(-n2cc(C(=O)c3cc(Cl)ccc3O)cc(C#N)c2=O)cc1
  12, nt, nt, nt, -2, 3, nt
COc1ccc(CN2C(=O)c3cccnc3C2=O)cc1S(=O)(=O)N1CCOc2ccc(Cl)cc21
  7, 0, nt, -15, -2, 1, 20
O=C(O)C(=O)Nc1nc(-c2ccc3c(c2)OCCO3)cs1
  7, 18, 1, -2, -4, 1, 6
CCN(CC)CCN(C(=O)C1=COCCO1)c1nc2cc3c(cc2s1)OCO3
  4, nt, -1, 3, nt, nt, nt
CCOC(=O)c1c(C)[nH]c(C(=O)CN2C(=O)NC(C)(c3ccc(C)cc3)C2=O)c1C (configuration not stated)
  3, 5, nt, nt, 3, 5, -9
COc1ccc(C(=O)N2CCCC(Nc3ccc(F)c(F)c3)C2)c(OC)n1 (configuration not stated)
  -6, nt, -32, 0, 1, -9, nt
Cc1ccc(-n2nc3c(c2NC(=O)c2ccco2)CS(=O)(=O)C3)cc1C
  -6, -8, -6, -1, 1, -5, 5
COCCCNC(=O)CN(c1cc(C(F)(F)F)ccc1Cl)S(C)(=O)=O
  3, nt, 0, 3, 1, nt, nt
CC(=O)Nc1ccc(S(=O)(=O)c2ccc(N)cc2)cc1
  3, -4, 2, 1, 1, 3, 2
CCCNS(=O)(=O)c1ccc(OCC(=O)NCc2ccc3c(c2)OCO3)cc1
  -5, 1, nt, nt, -1, 16, 0
CC(=O)N(C)c1ccc(NC(=O)/C=C/c2ccccc2Cl)cc1
  -3, 31, nt, nt, -1, -4, -20
C[C@H](CO)N1C[C@H](C)[C@@H](CN(C)C(=O)Nc2ccccc2)Oc2ccc(NS(=O)(=O)c3ccc(F)cc3)cc2C1=O
  -3&2, 3&2, 0&3, 4&-11, 0&9, 6[16.7 µM], 3&13
Nc1ccc(S(=O)(=O)O)cn1
  -4&0&-4, 6&-2, ?, 3&-2&-2, 0&0, -5&-3&-9, 5&-1
O=C(CN1CCOCC1)Nc1ccccc1Sc1ccccc1
  -2, -10, 1, -2, nt, 5, 5
COc1ccc(CN(C)C[C@H]2Oc3ccc(NC(=O)Nc4cccc5ccccc45)cc3CC(=O)N([C@@H](C)CO)C[C@@H]2C)cc1
  -11, -3, 18, 3, 3, -10[16.7 µM], 52

The list goes on:
Value order – ARNT TACC3 PPI, esBAF inh, ERp5 inh, SIRT5 block, Cneo AK release, miR122 inh, Statin myotox sup
C[C@@H]1CN([C@@H](C)CO)C(=O)c2cc(NC(=O)Nc3ccc(C(F)(F)F)cc3)ccc2O[C@@H]1CN(C)C(=O)Nc1ccc2c(c1)OCO2
  19, 6, -4, 15*, 1, -3[16.7 µM], -26
CCCC(C)NC(=S)Nc1cc(C)cc(C)c1 (configuration not stated)
  -2, 1, 0, 3, 0, -7, -9
COc1cc(C(=O)O/N=C(\N)c2ccccn2)cc(OC)c1OC
  -1, 16, 3, 0, nt, nt, -2
C[C@@H]1CN([C@H](C)CO)C(=O)c2cc(NC(=O)c3ccccc3)ccc2O[C@@H](C)CCCCO[C@H]1CN(C)S(C)(=O)=O
  nt, 0, nt, nt, nt, -2[16.7 µM], -10
O=C(C1CCN(Cc2ccccc2)CC1)N1CCCC1
  -1, 3, nt, nt, -2, -5, -6
COC(=O)c1cc2occc2n1CC(=O)Nc1ccc(C)cc1C
  0, -1, nt, nt, 0, -9, 6
Cc1noc(C)c1NC(=O)Nc1ccc2c(c1)C(=O)N([C@@H](C)CO)C[C@H](C)[C@@H](CN(C)C)OCCCC[C@@H](C)O2
  -11, -1, 0, -1, 1, 4[16.7 µM], -6
Cc1cc(C)nc(SCC(=O)NN)n1
  -4, nt, 8, -3, nt, nt, nt
O=C1CCN(Cc2ccccc2)CCN1[C@H](CO)Cc1ccccc1
  -8, -1, nt, nt, 1, -8, 1
O=C(O)CNc1nc(-c2ccccc2)nc2ccccc12
  -30, -13, -2, 6, -1, -2, 11
CC(C)(C)[S@@](=O)N1Cc2cc(C(=O)NC3CCCCC3)nc(-c3cccc(Br)c3)c2[C@H]1CCO
  -1, -3, -2, 3, -6, nt, -26
COCCn1c(C)cc(C2=NNC(=NC3CC3)SC2)c1C
  6, nt, 0, 2, nt, nt, nt
CCOC(=O)N1CCN(c2ncnc3c2[nH]c2ccc(F)cc23)CC1
  0, -21, nt, nt, -1, -10, -23
Cc1ccc(N(CC(=O)N/N=C/c2cc(C)n(-c3ccccc3C)c2C)S(C)(=O)=O)cc1
  -1, nt, nt, nt, -1, -8, nt
CC[N+]1(CC)CC2=Cc3c(ccc4ccccc34)C(C)C2C1 (configuration not stated)
  -2, nt, 1, -6, 6, 0, nt
O=S(=O)(c1ccccc1)N1N=C(c2cccs2)CC1c1cccc(O)c1 (configuration not stated)
  6, nt, -4, 1, -1, -2, nt
